hcGAS inh: blocks human cGAS activity; recombinant h-cGAS, ATP depletion, Kinase-Glo luminescence; inhibition, % at 12.5 µM; Q8N884; hit rate 0.081% among 290,000;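 note: 0% = vehicle reaction and 100% = reaction without DNA for no activity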
Target sequence (Q8N884 whole entry, looked up): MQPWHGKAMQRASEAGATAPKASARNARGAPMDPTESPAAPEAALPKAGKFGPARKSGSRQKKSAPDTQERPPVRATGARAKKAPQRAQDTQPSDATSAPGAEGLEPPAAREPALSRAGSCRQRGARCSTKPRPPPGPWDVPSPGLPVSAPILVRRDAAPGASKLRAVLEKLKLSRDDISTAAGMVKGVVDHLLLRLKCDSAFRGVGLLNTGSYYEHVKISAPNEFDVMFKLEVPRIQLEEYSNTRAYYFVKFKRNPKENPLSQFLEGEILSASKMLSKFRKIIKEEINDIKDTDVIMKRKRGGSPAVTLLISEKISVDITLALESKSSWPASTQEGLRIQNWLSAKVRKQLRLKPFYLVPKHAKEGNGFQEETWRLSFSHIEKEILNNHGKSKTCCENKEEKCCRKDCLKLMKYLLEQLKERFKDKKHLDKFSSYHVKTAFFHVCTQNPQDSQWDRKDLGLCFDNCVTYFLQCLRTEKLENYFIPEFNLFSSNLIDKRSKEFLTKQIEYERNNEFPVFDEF
mcGAS inh: inhibitors of mouse cGAS; Q8C6L5; recombinant cGAS, Kinase-Glo ATP depletion luminescence; inhibition, % at 12.5 µM; hit rate 0.15% among 160,000;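 note: 0% = negative control wells and 100% = reference inhibitor with no enzyme activity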
NPYLR7 ag: mosquito NPYLR7 agonism; HEK293T NPYLR7/Galpha15, GCaMP6s calcium fluorescence; activation, % at 10 µM; hit rate 0.15% among 270,000; AID 1259423; in the data active = activation above about 40%;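 note: 0% = vehicle and 100% = reference agonist at the receptor; some compounds past the cut are filed as inactive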
* hit, by the source's call; . = not tested or not shown. Cut-off read from the data, not from the text of the source, unless noted: active = inhibition above about 40%; inactive = the rest.

Results follow in this order: hcGAS inh	mcGAS inh	NPYLR7 ag
- c1cnn(-c2ccc(CN3C[C@@H]4[C@@H]5CC[C@@H](C5)[C@@H]4C3)cc2)c1
  -7	.	1
- N#Cc1ccc(CSc2ncn[nH]2)cc1
  -7	.	1
- Cn1cc(C(CC(=O)NCCc2ccccn2)c2ccccc2C(F)(F)F)c2ccccc21 (stereo unspecified)
  -3	-3	.
- CCCCCCN(C(=O)c1cccc(C(F)(F)F)c1)C(CC)c1nc2cc(Cl)ccc2c(=O)n1CC (stereo unspecified)
  -1	-4	.
- COc1cc2c(cc1CN1CC(c3ccncc3)C1)OCO2
  -8	-8	0
- Cc1cc(F)ccc1NCC(=O)N1CCN(S(=O)(=O)c2ccc3c(c2)CCC3)CC1
  -8	.	19
- N#Cc1ccc(-n2nc(-c3ccccc3)cc2NC(=O)c2cc(Cl)ccc2F)cc1
  -8	-8	16
- Cc1cc2ccccc2n1CCC(=O)NCc1cncn1CC(C)C
  -9	-12	10
- CNC(=O)c1nc(CN2CCCC(Nc3ccc(C(C)C)cc3)C2)no1 (stereo unspecified)
  0	.	4
- Cc1nc2ccccn2c(=O)c1NC(=O)CC1CCCC1
  -14	.	3
- CC(C)(CCl)C(=O)Nc1ccc(N2CCC(Cc3ccccc3)CC2)c(C(=O)NCc2ccc(F)cc2)c1
  -15	-6	.
- CCOCCn1cc(C2CCN(C(=O)COc3ccccc3)CC2)c2ccccc21
  0	-5	12
- CCC1(CC)N([O-])C(C)=C(c2ccccc2)[N+]1=O
  6	.	-3
- CC(O)CNCc1ccc(-c2ccn(CC(F)(F)F)n2)o1 (stereo unspecified)
  -4	.	3
- COCC(=O)Nc1cccc(-n2nc(OCCc3ccc(OC)cc3)nc2-c2ccc(C(F)(F)F)cc2)c1
  0	-4	0
- CC1=NN(c2nc(C)cc(C)n2)C(=O)C1Cc1ccc(C)cc1 (stereo unspecified)
  -9	.	-3
- CC(C)=CC(=O)NCC(=O)Nc1ccc(F)c(F)c1
  -4	.	-1
- Cc1ccccc1Cn1c(=O)c(C(=O)NCc2ccc(F)cc2)nn(-c2ccccc2)c1=O
  -3	-4	9
- O=S(=O)(c1ccc(F)cc1)N1CCC(Cc2ccc(-n3cccc3)cc2)CC1
  -5	-5	4
- CC(C)COc1nc(-c2ccc3c(c2)OCO3)n(-c2ccc(NCC(O)COCc3ccccc3)cc2)n1 (stereo unspecified)
  -2	-4	-3
- Nc1ccc(-c2ccn[nH]2)cc1
  -6	.	1
- CCOCCN1CCN(Cc2c(C)cnn2C)CC(O)C1 (stereo unspecified)
  -5	-4	.
- Cc1nc(C(F)(F)F)ccc1C(=O)N1CCC1(C)C(=O)NS(=O)(=O)c1ccccc1 (stereo unspecified)
  -6	.	1
- CCC(C)(C)C1CCC(NC(=O)c2ccccc2N(C)S(C)(=O)=O)CC1 (stereo unspecified)
  -14	.	5
- Cc1nc2ncc(-c3cc(NCc4ccccn4)nc4[nH]ccc34)cc2[nH]1
  -5	.	7
- O=C1NCC(=O)N2CCN(Cc3cccc(OC4CCCC4)c3)CC12 (stereo unspecified)
  0	.	0
- CCOC(=O)C(C)N(Cc1cccn1Cc1ccc(F)cc1)CC1CCCCC1 (stereo unspecified)
  -3	-5	-3
- Cc1nnc(SCCCNC(=O)c2cccc3ccnn23)s1
  1	5	-3
- CC(C)c1ccc(C(=O)c2cccs2)c(SCCCCCCCCN(C)C)n1
  -6	.	-10
- CCN(CC)c1ccc(NC(=O)c2sc3nc(-c4ccc(OC)cc4)cn3c2C)c(C)c1
  -7	-7	-2
- COCCN(Cc1csc(COc2c(OC)cccc2OC)n1)C(=O)c1cccs1
  1	-4	6
- N#CCCCOc1ccc(F)cc1
  -2	.	3
- Cc1cccc(-n2nc3c(c2NC(=O)/C=C\c2ccccc2)CSC3)c1C
  -5	.	-1
- O=C(CSc1nc2[nH]ncc2c(=O)[nH]1)c1ccccc1
  -5	.	-4
- CN(C)Cc1ccccc1CNC(=O)C1COCCO1 (stereo unspecified)
  2	.	9
- CC1(C)C(C(=O)O)N2C(=O)CC2S1(=O)=O (stereo unspecified)
  -1	-3	-7
- Cc1cc(Cl)ccc1OCC(=O)NN=Cc1ccc(O)cc1O
  -3	.	-10
- CCN(Cc1ccc2c(c1)OCCO2)c1ccc2nnnn2n1
  0	.	6
- Cc1nn(C)c(C)c1-c1c(-c2ccccc2)ncn1C(C)CCc1ccco1 (stereo unspecified)
  1	-7	2
- O=C(Cc1ccccc1)NNC(=O)c1ccc[nH]c1=O
  0	-3	2
- CCOC(=O)[C@H]1C[C@@H]2O[C@H]1[C@H]1CN(C(=O)c3cccc(F)c3)C[C@H]1[C@@H]2O
  -8	-2	7
- C=CCOCC1CN(CCOC)S(=O)(=O)c2cccnc2O1 (stereo unspecified)
  9	0	1
- CC(NC(=O)c1cc(NC(=O)Nc2ccccc2C(F)(F)F)ccc1N(C)C)c1ccccc1 (stereo unspecified)
  -3	-5	.
- C=CCN(CC(=O)N1CCc2sccc2C1c1ccc(Cl)cc1Cl)C(=O)c1cccc(OC)c1 (stereo unspecified)
  -9	-5	11
- CC(C)n1nccc1NC(=O)CSc1ccc2ccccc2n1
  -10	.	8
- Cc1cccc(-c2nnc(NC(=O)C(NC(=O)Nc3ccc([N+](=O)[O-])cc3)C(C)C)s2)c1 (stereo unspecified)
  -3	-5	8
- CCN(CC)C(=O)c1cc(-c2ccc(F)cc2)nc2cc(C(C)(C)C)nn12
  -3	-5	-4
- C=CCN(C)c1nc(-c2cccc(C(F)(F)F)c2)ncc1C(=O)OCC
  -4	-5	26
- Cc1cccc2c1NC1(CCN(Cc3ccc(Cl)cc3)CC1)NC2=O
  -4	-7	17
- CCC(CC)C(=O)N1C[C@@H](CO)[C@@H]2Oc3ccc(Cl)cc3[C@@H]21
  7	3	-4

Later entries:
Results follow in this order: hcGAS inh	mcGAS inh	NPYLR7 ag
- Cc1cccc(C(=O)N=Nc2c(O)[nH]c3ccccc23)c1
  1	-5	6
- O=C(NCCCN1CCOCC1)C(C1CCCC1)N1CCN(C(=O)c2ccc([N+](=O)[O-])cc2)CC1 (stereo unspecified)
  -6	-6	-2
- COc1ccc(-c2nc3cc(C)cc(C)n3c2NC(C)(C)CC(C)(C)C)cc1
  -6	-7	-10
- CN(CCOc1ccc(O)cc1)C(=O)C(c1ccccc1)n1cccn1 (stereo unspecified)
  -12	.	21
- CN1C(=O)C=C(Nc2ccccc2C(=O)O)C1=O
  4	.	2
- Cc1ccc(S(=O)(=O)c2nc(SCC(=O)c3ccccc3)sc2N2CCOCC2)cc1
  -4	.	0
- COCCNC(=O)[C@@H](C)N1Cc2ccc(NCC(C)C)nc2C1=O
  2	.	0
- CN(C)c1cc2c(Nc3ccc4c(cnn4Cc4ccccc4)c3)ncnc2cn1
  -2	-4	6
- Cc1ccn(-c2ccc(Nc3ccc(NC(=O)CCc4ccccc4)cc3)nn2)n1
  -5	-8	-3
- CC1CCCN(C(=O)NC(c2ccccc2)c2cc3ccccc3o2)C1 (stereo unspecified)
  -5	-12	-1
- Cc1[nH]ncc1CNC(=O)c1ccccc1OC(C)C
  -6	.	-2
- COc1cccc(Cc2nsc(N3CCN(C(=O)Nc4ccccc4Br)C(C)C3)n2)c1 (stereo unspecified)
  -16	-5	-9
- COc1cc(CN2CCC(NC(=O)c3ccccc3N=NN(C)C)C2)cc2c1OCO2 (stereo unspecified)
  -7	-4	-7
- NC(=NOC(=O)CC1CCCCC1)c1ccccc1
  3	-2	-5
- O=C(Nc1c(F)cc(Br)cc1F)NC1CCC(O)CC1 (stereo unspecified)
  -10	-14	5
- COCCN(CCOC)C(=O)c1cnc2c(c(C)nn2-c2ccccc2)c1Cl
  -10	.	6
- Cc1cc(C)n(-c2ccc(NC(=O)C3CCN(Cc4cccc(F)c4)CC3)cc2)n1
  -4	.	-1
- CNc1cncc(-c2ccoc2)n1
  -12	.	6
- CC(C)c1ncc(C(=O)NCCCSC2CCCCC2)cn1
  -13	-4	.
- O=C(NC1CCCC1)c1cc2nc(-c3ccc(F)cc3)cc(C(F)(F)F)n2n1
  -3	-6	-11
- CN1OC(C)(CC(=O)NCc2ccccc2)N=C1c1ccc(N(C)C)cc1 (stereo unspecified)
  2	.	-2
- CCc1ccc(NC(=O)N(CCCOC)CC(=O)N(Cc2ccco2)Cc2cccn2C)cc1
  -7	-6	18
- O=C(NCCCn1ccnc1)C12CC3CC(CC(C3)C1)C2
  -5	-8	4
- CN1CCC2(CC1)CCN(C(=O)CCC(=O)c1ccc(F)cc1)C2
  -3	-11	2
- CN(c1ncccc1C(=O)N1C[C@H](N(C)C)C[C@H]1CO)C1CCCCC1
  4	.	1
- Cc1ccc(C)c(OCC(=O)NCc2nnc3n2CCC3)c1C
  4	-1	4
- Cc1ccc(-c2nn(-c3ccccc3)cc2/C=N\Nc2ccccc2C(=O)O)o1
  -3	.	-7
- Cc1c(Cl)cccc1NC(=O)C(=O)Nc1ccc2c(c1)N(C(=O)C1CC1)CCC2
  -6	.	9
- O=C(c1cn(CCc2ccccc2)nn1)N1CCCCC1CCc1ccccn1 (stereo unspecified)
  -5	.	5
- COC(=O)c1oc(Cn2nnn(-c3ccccc3Cl)c2=O)cc1C
  -6	.	7
- CN1CCC2(CCN(C(=O)c3cccc(Oc4ccccc4)c3)CC2)C1=O
  1	.	2
- O=C(c1cccs1)N1CCN(c2ccc([N+](=O)[O-])c(N3CCCC3)c2)CC1
  2	-1	-2
- CCCn1c(SCc2ccccc2C)nc2cc(S(=O)(=O)N3CCOCC3)ccc21
  -1	-6	.
- O=S(=O)(Nc1cc2c(cc1Br)OCCO2)c1cccc(Cl)c1Cl
  -10	.	-1
- Cc1cc(C)c(S(=O)(=O)Nc2cccc(Cl)c2N(C)C)cc1C(=O)O
  -3	-14	5
- Cn1ccnc1-c1nccn1C1CCCC1
  -4	-16	-4
- Cc1cccc(-c2nc3ccc(Cl)cn3c2NC(C)(C)CC(C)(C)C)c1
  -9	-8	-4
- CCn1cc(NC(=O)C(C)Oc2ccc(SC)cc2)cn1 (stereo unspecified)
  -13	.	3
- O=c1[nH]nc(-c2ccc(Cl)cc2)c2ccccc12
  -6	-7	-1
- CC(C)COc1nc(-c2ccc(F)cc2)n(-c2cccc(NC(=O)C(C)C)c2)n1
  -6	-5	22
- COCCN(Cc1ccc(F)cc1)CC(O)COc1ccc(Cl)cc1 (stereo unspecified)
  -4	-6	41
- COc1ccc(S(=O)(=O)CCCC(=O)N=c2sc3ccc(OC)cc3n2CCSC)cc1
  -10	.	3
- COCCC1NC(=O)c2cnc(NCC3CC3)nc21 (stereo unspecified)
  -3	.	10
- CC(C)c1nsc(N2CC3CCC2C3)n1 (stereo unspecified)
  -12	.	18
- CC(C)NC(=O)[C@@H]1C[C@@H](N)CN1CCn1c(=O)oc2ccccc21
  -2	-2	-3
- Cc1ccc(-c2nc(NC(=O)c3cc4c(s3)CCOC4)n[nH]2)s1
  -7	-16	-3
- COc1ccc(C=C(C#N)S(=O)(=O)c2cc(Br)ccc2Br)c(OC)c1
  3	.	3
- CCNC(=O)NC1CCN(c2ccccc2C(=O)NCCc2ccc(OC)c(OC)c2)CC1
  4	-1	1
- CCn1cc(C(CC(=O)N2CCN(C/C=C/c3ccccc3)CC2)c2cc(OC)cc(OC)c2)c2ccccc21 (stereo unspecified)
  -6	0	.
- CCn1nc(C)c(C(=O)Nc2cc3c(cc2SC)OCCO3)c1C
  -7	-16	2

Remaining list, next part
Results follow in this order: hcGAS inh	mcGAS inh	NPYLR7 ag
- O=C(NCCc1nc2ccccc2[nH]1)Nc1ccc(Cl)c(C(F)(F)F)c1
  -4	-3	1
- CCc1[nH]c2c(CNC(=O)c3cc(C4CC4)no3)cc(C)cc2c1C
  -8	.	1
- COc1ccc(C[C@H](C)NC[C@@H](O)c2ccc(O)c(NC=O)c2)cc1
  -1	.	19
- COc1ccc(CCn2ccc3c(cnc4nc(C(F)(F)F)nn43)c2=O)cc1OC
  -6	.	3
- O=C(Nc1nnc(SCc2ccc(Br)cc2F)s1)c1ccccc1
  -4	-6	14
- c1ccc(CN2CCOC(CSc3nnc(NC4CC4)s3)C2)cc1 (stereo unspecified)
  -13	.	4
- Cc1ccccc1OCc1ccc(-c2nc(C#N)c(NCC3CCCO3)o2)o1 (stereo unspecified)
  -5	-6	0
- CCOc1ccc(CN2C[C@@H]3C4CCC(CC4)[C@@H]3C2)cc1CO
  1	.	-1
- Cc1ccc2nc(N3CCCCC3)c(C=C3SC(=S)N(Cc4ccccc4)C3=O)c(=O)n2c1
  -6	-8	2
